Screening data as filed in PubChem BioAssay.
E-sel inducer = E-selectin induction in HUVECs, primary screen, imaging, HUVEC, immunofluorescence imaging, single point; AID 686992, 2013; activation, % at 7.58 µM; P16581; 0.37% of 260,000 active; normalized: neutral wells 0, TNF-alpha wells 100;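 active = mean E-selectin-positive cell signal at least 10% of the positive control, reached in at least 60% of replicates, without over 20% cell loss; inconclusive = no rule given, readout overlaps actives, possibly toxicity-flagged; inactive = the rest, including those meeting only one limit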;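 also: in these data hits start at about 27%; measured in HUVEC primary endothelial cells; signal is the percent of cells scored E-selectin positive by PE staining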
Target sequence (P16581 whole entry, looked up): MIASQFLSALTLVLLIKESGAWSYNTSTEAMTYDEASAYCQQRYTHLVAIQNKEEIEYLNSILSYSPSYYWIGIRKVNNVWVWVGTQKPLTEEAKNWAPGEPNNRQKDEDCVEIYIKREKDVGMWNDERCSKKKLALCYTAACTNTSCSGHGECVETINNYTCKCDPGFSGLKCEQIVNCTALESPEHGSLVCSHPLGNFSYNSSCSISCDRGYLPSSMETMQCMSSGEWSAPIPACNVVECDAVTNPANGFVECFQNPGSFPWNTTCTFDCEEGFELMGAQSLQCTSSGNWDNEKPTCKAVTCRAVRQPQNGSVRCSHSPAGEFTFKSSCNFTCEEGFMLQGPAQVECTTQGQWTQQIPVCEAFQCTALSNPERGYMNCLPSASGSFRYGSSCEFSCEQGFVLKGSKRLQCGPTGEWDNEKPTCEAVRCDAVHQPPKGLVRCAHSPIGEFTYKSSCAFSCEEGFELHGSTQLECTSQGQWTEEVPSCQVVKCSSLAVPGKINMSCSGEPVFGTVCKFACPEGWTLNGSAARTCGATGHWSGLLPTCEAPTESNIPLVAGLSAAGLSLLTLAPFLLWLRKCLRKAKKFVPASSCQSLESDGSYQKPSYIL
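Test system: HUVEC | Signal: Immunofluorescence imaging | Read-out: Percent E-selectin-positive cells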
INS-1E GSIS act = GLuc luminescence reporter in INS-1E cells, primary screen for activators of glucose-dependent secretion of insulin; INS-1E GLuc reporter insulin secretion, 2-3 h; activation, % at 16.6 µM; 0.61% of 370,000 active; AID 743287, 2014;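 active = lowest replicate activation of at least 40%, so every replicate reaches that level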;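 also: 0% = median of neutral control wells and 100% = median of IBMX positive control wells; some compounds called inactive have numbers as strong as hits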
XiGFP reactiv = activators of inactive X chromosome reactivation, primary screen, imaging, XiGFP fibroblasts, GFP high-content imaging, set 2; XiGFP mouse fibroblasts, % GFP-positive cells imaging, 3 d; cells co-treated with 5-aza-dC sensitizer; scaled so ellipticine positive control = 100%; activation, % at 7.58 µM; 0.055% of 360,000 active; AID 743238, 2013;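 active = mean normalized replicate activation at least 10% and every replicate at or above 10%; inconclusive = only one of the two criteria met; inactive = mean below 10% and not all replicates reach 10%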;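 also: 0% = median of on-plate neutral control wells and 100% = ellipticine 6 µM median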
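System: 68-5-11 XiGFP fibroblast line; Timing: 3 days compound exposure; Compound dosing: one concentration, pinned; Benchmarks: positive control ellipticine, 6 µM final; Buffer or medium: DMEM containing 5-aza-dC.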
RAD52 anneal inh = RAD52 DNA annealing inhibitors, primary screen, biochemical, FRET, single point, set 2; recombinant RAD52 DNA annealing, FRET fluorescence; inhibition, % at 18.7 µM; 0.46% of 360,000 active; AID 651710, 2012;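 active = every replicate showing at least 50% inhibition; inconclusive = mean inhibition at least 50% but not in every replicate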
CFTR F508del cor = F508del CFTR correction, initial screen, CFBE line, single point. CFBE cells, YFP halide quenching; stimulated with forskolin plus potentiator P3; % fluorescence drop versus neutral controls. activity (quench increase), % at 7.58 µM. 0.36% of 350,000 active;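 active = mean added fluorescence quench of at least 8% versus neutral control, with both replicates also reaching 8%; inconclusive = only one of the mean or replicate conditions met; inactive = mean below 8% and not both replicates reaching 8%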;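 also: cells transiently co-express mutant CFTR-F508del with the halide-sensitive YFP; corrector assay measuring rescue of mutant channel to the surface after 24 h compound exposure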
CASP6 VEID inh = human caspase-6 inhibitors, primary screen, biochemical, VEID-R110 fluorescence, single point, set 2; 0.53% of 350,000 active; inhibition, % at 12.5 µM; purified caspase-6, Z-VEID-R110 cleavage fluorescence; P55212; AID 686996, 2013;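 active = mean inhibition across replicates at least about 35%, with every replicate also reaching that limit, limit read from the data; inconclusive = only one of the two criteria met; inactive = neither criterion met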;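 also: 0% = median of neutral control wells and 100% = no fluorescence left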
Target sequence (P55212 24-179 limits assumed): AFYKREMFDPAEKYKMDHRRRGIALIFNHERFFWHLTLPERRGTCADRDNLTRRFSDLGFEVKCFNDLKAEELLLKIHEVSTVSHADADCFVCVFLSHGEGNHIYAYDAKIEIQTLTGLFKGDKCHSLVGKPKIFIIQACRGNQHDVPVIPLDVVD
Target sequence (P55212 194-293 limits assumed): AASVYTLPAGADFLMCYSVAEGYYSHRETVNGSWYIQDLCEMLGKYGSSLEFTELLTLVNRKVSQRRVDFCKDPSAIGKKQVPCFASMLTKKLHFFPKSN
DENV2 CPE = inhibitors of DENV2 cytopathic effect, primary screen, cell-based, plate reader, single concentration. DENV2-infected cells, cytopathic effect rescue. CPE inhibition, % at 9.99 µM. 1.7% of 350,000 active. AID 651640, 2012; in the data active = CPE inhibition above about 20%, passing the limit was not always enough; inconclusive = no clear call, values can overlap the other calls; tested in BHK-21 cells;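 also: 0% = median of neutral control wells and 100% = median of positive control wells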
RAD54 branch = inhibitors of human RAD54 branch migration, primary screen, biochemical, fluorescence, single point. 0.14% of 360,000 active. AID 602329, 2012. RAD54 Holliday junction branch migration, FAM/BHQ fluorescence. inhibition, % at 10.4 µM;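 active = mean normalized replicate activity at least 40 and at least half of replicates scoring 40 or more; inconclusive = only one of the two criteria met; inactive = mean below 40 and under half of replicates reaching 40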;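 also: 0% = median of neutral control wells and 100% = median of positive control wells; inhibitors cause a drop in the FAM fluorescence signal; in these data hits start at about 50%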
Numbers without * were called inactive; ? = inconclusive; . = no result given; & = joins results of further samples.

SMILES	E-sel inducer	INS-1E GSIS act	XiGFP reactiv	RAD52 anneal inh	CFTR F508del cor	CASP6 VEID inh	DENV2 CPE	RAD54 branch
C[C@H]1CN([C@@H](C)CO)C(=O)c2cccc(NC(=O)C3CC3)c2O[C@@H]1CN(C)S(=O)(=O)c1ccccc1	0.4	-5	0.1	5	-1.2	2	5	-2
O=C(Nc1ccc(C(=O)O)cc1)/C(=C\c1ccco1)NC(=O)c1ccc(Br)o1	0.0	4	0.0	-130	-0.7	.	-1	.
COC(=O)c1sc(NC(=O)c2cc(C)on2)nc1C	0.0	1	-0.1	-11	-1.0	3	-1	7
C[C@H](CO)N1C[C@H](C)[C@H](CN(C)S(=O)(=O)c2cccs2)OCc2cnnn2CCCC1=O	-0.1	34&-3	0.4&-0.3	-10&0	-3.1&1.3	-4&-2	-1&3	-4&2
Clc1ccc(C(Cn2ccnc2)OCc2c(Cl)cccc2Cl)c(Cl)c1 (configuration not stated)	-0.1	.	0.4	1	-15	6	-1	3
Cc1ccc(S(=O)(=O)N2CCN(S(=O)(=O)c3cccs3)CC2)cc1	0.0	21	0.0	-15	-2.2	-1	-4	11
CCCn1c(Cc2ccccc2)nnc1SC(C)C(=O)NC1CC1 (configuration not stated)	-0.4	2	0.2	1	4.3	-123	7	.
O=C(NC1Cc2ccccc2C1)[C@H]1[C@H](CO)[C@H]2Cn3c(ccc(C4=CCCC4)c3=O)[C@@H]1N2CC1CC1	0.8	-7	0.0	-93	.	-1	-6	-7
CCN1[C@H](C(=O)Nc2nccs2)[C@@H](CO)[C@@H]2Cn3c(ccc(-c4ccccc4OC)c3=O)[C@@H]21	-1.7	1	0.1	-8	-0.7	-1	-2	-2
CCOc1cc(/C=N/N=C2/NC(=O)C(CC(=O)O)S2)ccc1OS(=O)(=O)c1ccc(C)cc1 (configuration not stated)	.	17	0.3	-28	4.0	5	5	.
CC(C)CC#Cc1cnc2c(c1)C(=O)N([C@H](C)CO)C[C@H](C)[C@H](CN(C)C(=O)CN1CCOCC1)O2	-0.1	0	-0.5	-3	-1.4	0	-6	5
O=C(COC(=O)c1ccc2c(c1)OCCO2)Nc1ccccc1C(F)(F)F	-0.3	-5	-0.1	-11	-1.7	-2	-5	3
COc1cccc(CN2CC(C(=O)NCc3ccc(C)o3)CCC2=O)c1 (configuration not stated)	0.4	-2	0.0	-13	-1.7	2	16	5
COc1cc(NC(=O)c2ccc(-c3cccc(F)c3)o2)ccc1NC(=O)c1ccccc1Cl	-0.2	5	0.0	-15	1.2	4	.	3
O=C(C[C@@H]1CC[C@@H]2[C@H](COC[C@H](O)CN2S(=O)(=O)c2ccc(Oc3ccccc3)cc2)O1)NC1CCC1	0.0	-8	0.5	-4	-1.6	0	6	0
O=C(Nc1cccc(C(F)(F)F)c1)c1csc([C@@H]2O[C@H](CO)[C@@H](O)[C@H]2O)n1	0.0	80*	0.0	-12	2.1	-1	-5	-8
CCc1ccc(N2C(=O)C(Cl)=C(N3CCOCC3)C2=O)cc1	0.4	-15	0.2	-22	.	2	-5	.
COc1cccc(-c2nnn(CC(=O)N(CC(C)C)C3CCS(=O)(=O)C3)n2)c1 (configuration not stated)	0.2	7	-0.1	-9	0.2	4	10	-6
O=C(CSc1nc2[nH]ncc2c(=O)[nH]1)Nc1cc(C(F)(F)F)ccc1Cl	-0.4	-11	0.0	-2	-2.9	15	-4	-1
Cc1cc(C)cc(OCC(=O)NNC(=O)c2cc3ccccc3o2)c1	.	1	0.4	-11	2.4	0	2	1

3 compounds out of the list above, sorted by their value in CASP6 VEID inh, highest first:
mol	INS-1E GSIS act	RAD52 anneal inh	CFTR F508del cor	CASP6 VEID inh	DENV2 CPE
Cc1cc(C)cc(OCC(=O)NNC(=O)c2cc3ccccc3o2)c1	1	-11	2.4	0	2
O=C(Nc1cccc(C(F)(F)F)c1)c1csc([C@@H]2O[C@H](CO)[C@@H](O)[C@H]2O)n1	80*	-12	2.1	-1	-5
CCCn1c(Cc2ccccc2)nnc1SC(C)C(=O)NC1CC1 (configuration not stated)	2	1	4.3	-123	7

Further compounds.
SMILES	E-sel inducer	INS-1E GSIS act	XiGFP reactiv	RAD52 anneal inh	CFTR F508del cor	CASP6 VEID inh	DENV2 CPE	RAD54 branch
Nc1c([N+](=O)[O-])cc2c3c(cccc13)CC2	0.1	-3	0.0	2	2.4	1	-5	-10
O=S(=O)(c1cccs1)N1CCCCN2[C@H](CO)[C@H](c3ccc(-c4ccccc4)cc3)[C@@H]2C1	0.1	-23	0.1	-24	-0.9	0	23*	1
CCCCNC(=O)C1CCCN1S(=O)(=O)c1cccc2nsnc12 (configuration not stated)	-0.2	11	0.2	-1	-1.4	-1	2	14
COc1ccc(NC(=O)N(C)C[C@@H]2Oc3ccc(NC(=O)NC(C)C)cc3C(=O)N([C@@H](C)CO)C[C@H]2C)cc1	-0.1	18	-0.8	1	0.8	-3	-1	-8
Cc1noc(C)c1NC(=O)Nc1ccc2c(c1)C(=O)N([C@@H](C)CO)C[C@@H](C)[C@@H](CN(C)Cc1ccncc1)OCCCC[C@@H](C)O2	-0.1	26	0.1	2	0.0	1	-2	-7
Fc1ccc(-n2cc(-c3ccccc3)c3c(N4CCOCC4)ncnc32)cc1	0.0	3	0.0	-7	-1.2	-1	3	.
CC(C)(C)c1cc(C(=O)NNS(=O)(=O)c2ccccc2)n[nH]1	-0.4	.	0.1	2	-0.3	1	6	.
CCN(C[C@H]1[C@H](c2ccccc2)[C@H](CO)N1C(=O)COC)S(C)(=O)=O	-0.1	1	0.1	-14	-0.8	-5	7	0
Cc1ccc(NC(=O)CNC(=O)Cc2cccc3ccccc23)nc1	4.0	-4	0.1	-42	-0.3	0	-4	-3
CSCCC(NC(=O)c1ccco1)C(=O)N1CCC(C(N)=O)CC1 (configuration not stated)	.	9	0.0	4	0.9	-152	-2	.
O=C(NCc1cccnc1)c1csc([C@@H]2O[C@H](CO)[C@H](O)[C@H](O)[C@H]2O)n1	-0.2	-1	0.1	-9	-2.7	3	-5	-5
COc1ccc(C(=O)C2CCCN(Cc3nc4ccccc4nc3C)C2)cc1OC (configuration not stated)	.	.	0.1	-13	-0.9	1	3	9
C/C=C/c1ccc([C@@H]2[C@@H](CO)N3C(=O)CN(Cc4ccc(F)cc4)C[C@@H]23)cc1	0.1	-14	0.3	-13	2.6	4	5	.
CC(=O)c1cccc(NC(=O)c2cccc(NC(=O)c3ccco3)c2)c1	.	5	-0.1	-9	1.5	-2	0	-17
C[C@H](CO)N1C[C@H](C)[C@@H](CN(C)C(=O)NC2CCCCC2)Oc2ccc(NC(=O)CCC(F)(F)F)cc2CC1=O	0.1	13	-0.9	8	4.6	1	32*	-5
CCc1nc(CN2CCN(Cc3ccc(F)c(F)c3)C(CCO)C2)c(C)[nH]1 (configuration not stated)	.	5	-0.1	-16	0.4	-9	4	.
CNC[C@@H]1Oc2ccc(NC(=O)CCC(F)(F)F)cc2C(=O)N([C@@H](C)CO)C[C@H]1C	-0.1	5	0.2	8	-1.9	0	-4	-25
CC(=O)N[C@@H](Cc1c[nH]c2ccccc12)C(=O)OCC(=O)Nc1ccc2c(c1)OCO2	-0.2	0	0.2	-5	-2.4	-1	15	-7
CCN(C(=O)COC(=O)c1cc2c(s1)CCCCC2)C1CCS(=O)(=O)C1 (configuration not stated)	0.0	-1	0.0	-8	-1.2	1	60*	-14
Cc1nc(=O)c(-c2ccccc2)c(C)n1-c1ccccc1Cl	-0.1	.	0.0	-5	-0.4	-2	?	-13
O/N=C/C1=C(Cl)c2ccccc2CC1	.	.	0.0	14	-1.2	0	5	.
N#Cc1c(-c2ccccc2)nc(SCC(=O)Nc2ccccc2)[nH]c1=O	-0.4	0	-0.1	.	.	.	.	-3
Cn1cnc(CCNC(=O)C[C@H]2CC[C@@H]3[C@H](COC[C@@H](O)CN3C(=O)C3CC3)O2)c1	0.0	-1	0.1	4	-0.3	0	10	-13
CCOC(=O)C1=C(C)N(CCCCCC(=O)O)C(=O)NC1c1ccccc1OS(=O)(=O)c1ccc(C)cc1 (configuration not stated)	-0.2	-1	0.1	-21	5.2	16	-6	-39
CCOc1ccccc1Oc1cn[nH]c1-c1ccc(OCC(=O)NN)cc1O	.	-22	0.2	-10	-1.1	-6	6	5
Cc1cccc(NS(=O)(=O)c2cccc(C(=O)N3CC(C)OC(C)C3)c2)c1 (configuration not stated)	-2.6	10	0.0	-9	-1.1	4	8	.

Among those listed so far, these have fluorine:
SMILES	E-sel inducer	INS-1E GSIS act	XiGFP reactiv	RAD52 anneal inh	CFTR F508del cor	CASP6 VEID inh	DENV2 CPE	RAD54 branch
O=C(COC(=O)c1ccc2c(c1)OCCO2)Nc1ccccc1C(F)(F)F	-0.3	-5	-0.1	-11	-1.7	-2	-5	3
COc1cc(NC(=O)c2ccc(-c3cccc(F)c3)o2)ccc1NC(=O)c1ccccc1Cl	-0.2	5	0.0	-15	1.2	4	.	3
O=C(Nc1cccc(C(F)(F)F)c1)c1csc([C@@H]2O[C@H](CO)[C@@H](O)[C@H]2O)n1	0.0	80*	0.0	-12	2.1	-1	-5	-8
O=C(CSc1nc2[nH]ncc2c(=O)[nH]1)Nc1cc(C(F)(F)F)ccc1Cl	-0.4	-11	0.0	-2	-2.9	15	-4	-1
Fc1ccc(-n2cc(-c3ccccc3)c3c(N4CCOCC4)ncnc32)cc1	0.0	3	0.0	-7	-1.2	-1	3	.
C/C=C/c1ccc([C@@H]2[C@@H](CO)N3C(=O)CN(Cc4ccc(F)cc4)C[C@@H]23)cc1	0.1	-14	0.3	-13	2.6	4	5	.
C[C@H](CO)N1C[C@H](C)[C@@H](CN(C)C(=O)NC2CCCCC2)Oc2ccc(NC(=O)CCC(F)(F)F)cc2CC1=O	0.1	13	-0.9	8	4.6	1	32*	-5
CCc1nc(CN2CCN(Cc3ccc(F)c(F)c3)C(CCO)C2)c(C)[nH]1 (configuration not stated)	.	5	-0.1	-16	0.4	-9	4	.
CNC[C@@H]1Oc2ccc(NC(=O)CCC(F)(F)F)cc2C(=O)N([C@@H](C)CO)C[C@H]1C	-0.1	5	0.2	8	-1.9	0	-4	-25
